# Source: PubChem BioAssay (several laboratories)
# PhoP inhibition = inhibitors of PhoP regulon expression, primary screen, Salmonella Typhimurium, GFP reporter (AID 1863). 300,000 compounds, 0.16% hits. inhibition, % at 50 µM; hits with a dose series show IC50 in µM. S. Typhimurium PhoP-regulated promoter GFP reporter, 4 h; higher % means a stronger effect;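 active = inhibition over 29.93%, a cutoff 3 SD above the screen mean, later confirmed by dose response; inconclusive = inhibition over 29.93% but no dose response follow-up; inactive = inhibition at most 29.93% or unconfirmed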;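 note: 0% = low Mg2+ inducing control and 100% = high Mg2+ repressing control; strong numbers were not always called active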
# M17LAP inhibition = P. falciparum M17LAP inhibitors, primary screen, biochemical, fluorogenic H-Leu-NHMec substrate, 1536-well (AID 1619) | recombinant M17LAP, H-Leu-NHMec fluorogenic kinetic assay; higher % means a stronger effect | one-dose inhibition, % at 30 µM; IC50 in µM for titrated hits | 220,000 compounds, 0.38% hits;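 active = compound inhibiting the enzyme by more than half at any dose during confirmatory dose-response retesting; inconclusive = strong single-dose inhibitors picked by rank but not retested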;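 note: plate controls were full reaction with DMSO carrier for no effect and no enzyme background for full effect; strong numbers were not always called active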
# Yfh1-depleted yeast = mitochondrial function rescue without frataxin homolog – Friedreich's ataxia, plus single-dose screen, dose response (AID 1465). S. cerevisiae Yfh1-off respiration, WST-1 reduction, 72 h; higher fold induction means a stronger effect. 220,000 compounds, 0.074% hits. fold induction at 50 µM; hits with a dose series show EC50 in µM;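 active = fold induction of absorbance versus untreated yeast above a set limit, then at least 30% activation at any dose in follow-up; inconclusive = repeats straddling the limit, or above it without dose testing; inactive = fold induction below the set limit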;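 note: activators that raise dye reduction in frataxin-depleted yeast; strong numbers were not always called active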
# Siah-1 displacement = Siah-1 peptide-binding antagonists, primary screen, biochemical, fluorescence polarization, rhodamine-plectin, uHTS (AID 1817). Siah-1 / rhodamine-plectin peptide fluorescence polarization; higher % means a stronger effect. displacement, % at 20 µM, or IC50 in µM where a hit was titrated. 290,000 compounds, 0.02% hits;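 active = displacement of at least 50% at 20 µM, with a fluorescence ratio check between 0.3 and a set limit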;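 note: plate controls were Siah plus tracer with DMSO for no effect and tracer alone without Siah for full effect; strong numbers were not always called active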
# M1AAP inhibition = P. falciparum M1AAP inhibitors, biochemical, fluorogenic H-Leu-NHMec substrate, 1536-well (AID 1445); 220,000 compounds, 0.42% hits; inhibition, % at 30 µM; hits with a dose series show IC50 in µM; recombinant M1AAP, H-Leu-NHMec fluorogenic kinetic assay; higher % means a stronger effect;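 active = primary inhibition above the hit cutoff, then over 50% inhibition at one or more dose response concentrations, cut at about 23% in these data, passing the limit was not always enough; inconclusive = conflicting primary data, or primary hits not chosen for dose response; inactive = low primary inhibition, or under 50% at every dose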;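 note: plate controls were DMSO full reaction for no effect and no enzyme background for full effect; strong numbers were not always called active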
# ER stress rescue = rescue of cells from ER stress-induced death, primary screen, 384-well, CSM14.1, thapsigargin, ATP luminescence (AID 1222); CSM14.1 thapsigargin-induced death rescue, ATP luminescence; higher % means a stronger effect; 190,000 tested, under 10 active; cellular ATP content (survival), % at 20 µM, or EC50 in µM where a hit was titrated;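 active = EC50 below 50 µM in the dose-response confirmation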;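 note: death triggered by thapsigargin at about 15 µM added after 2 h compound pretreatment; cell ATP read after overnight thapsigargin exposure of roughly 18 to 22 hours; normalized against plate controls of thapsigargin alone and 5% DMSO vehicle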
# West Nile virus CPE = West Nile virus antiviral activity, cell-based, CPE readout (AID 1621). West Nile virus-infected cells, CPE inhibition; higher % means a stronger effect. one-dose CPE inhibition, % at 10 µM; IC50 in µM for titrated hits. 290,000 compounds, 0.02% hits; in the data active = a potency from the dose series; inconclusive = CPE inhibition mostly from about 3.7% at the one dose, without a potency; inactive = the rest, 99 in 100 with CPE inhibition below about 2.2%; note: strong numbers were not always called active
# XIAP displacement = XIAP antagonists, biochemical, IAP family, fluorescence polarization (AID 1018) | XIAP BIR domain, fluorescence polarization peptide displacement; higher % means a stronger effect | one-dose displacement, % at 20 µM; IC50 in µM for titrated hits | 200,000 compounds, 0.007% hits; in the data active = displacement above about 50%; note: a part of the inactive calls stands beside numbers as strong as those of hits
# human PMI inhibitors = MPI inhibition at elevated mannose 6-phosphate – biochemical, fluorescence intensity, high mannose 6-phosphate, primary screen (AID 1220) | inhibition, % at 20 µM, or IC50 in µM where a hit was titrated | recombinant PMI enzyme, coupled fluorescence intensity; higher % means a stronger effect | 190,000 compounds, 0.66% hits; in the data active = inhibition above about 50%
# * = called active by the depositor; i = inactive; u = inconclusive; x = no result given.
# Sample of the layout:
SMILES,PhoP inhibition,M17LAP inhibition,Yfh1-depleted yeast,Siah-1 displacement,M1AAP inhibition,ER stress rescue,West Nile virus CPE,XIAP displacement,human PMI inhibitors
O=c1[nH]n2c(=O)c3c([nH]c2c1N=Nc1cccc(Cl)c1)CCC3,11.0%,86.0%,i,-2.7%,83.9µM*,-0.7%,0.5%,-4.7%,-24.4%
COc1ccc(S(=O)(=O)Cc2ccc(C(=O)NCc3ccccn3)o2)cc1,11.3%,-0.7%,i,-2.4%,0.7%,0.0%,0.0%,-7.0%,-4.9%

# The listing, from the start:
SMILES,PhoP inhibition,M17LAP inhibition,Yfh1-depleted yeast,Siah-1 displacement,M1AAP inhibition,ER stress rescue,West Nile virus CPE,XIAP displacement,human PMI inhibitors
O=c1[nH]n2c(=O)c3c([nH]c2c1N=Nc1cccc(Cl)c1)CCC3,11.0%,86.0%,i,-2.7%,83.9µM*,-0.7%,0.5%,-4.7%,-24.4%
COc1ccc(S(=O)(=O)Cc2ccc(C(=O)NCc3ccccn3)o2)cc1,11.3%,-0.7%,i,-2.4%,0.7%,0.0%,0.0%,-7.0%,-4.9%
COc1ccc(NC(=O)CC2SC3=NCCN3C2=O)cc1 (stereo unspecified),-7.0%,-0.3%,i,8.2%,-4.2%,-0.7%,0.3%,-4.9%,11.2%
Cc1cc2ccccn2c1C(C[N+](=O)[O-])c1ccc(N(C)C)cc1 (stereo unspecified),21.0%,7.3%,i,-2.4%,12.6%,-3.4%,-0.7%,-3.8%,15.5%
CN1c2ccccc2C(C)(C)C12CC(c1ccc(S(=O)(=O)N3CCCCC3)cc1)=NO2 (stereo unspecified),8.4%,1.1%,i,-0.9%,0.5%,-2.1%,-0.2%,-3.6%,9.3%
COc1ccc2nc(COC(=O)c3cccs3)c(C(C)=O)[n+]([O-])c2c1,-7.7%,6.9%,i,-4.3%,3.6%,x,0.0%,x,x
COc1cccc(C2NC(C)(C(=O)O)C3C(=O)N(C(C)C)C(=O)C23)c1O (stereo unspecified),6.2%,3.5%,i,-2.5%,1.8%,0.5%,0.2%,-2.3%,24.2%
CC(C)(C)C(=O)Cn1c(=O)n(CC2CCCO2)c(=O)c2ccccc21 (stereo unspecified),-1.2%,1.5%,i,-3.4%,8.4%,2.5%,0.1%,-7.0%,12.3%
C/C(CC(=O)C(F)(F)F)=N\NC(=O)/C(C#N)=C/N(C)C,-2.7%,3.5%,i,-3.0%,8.6%,0.3%,1.1%,7.0%,7.5%
N#Cc1c(SCC(=O)N2CCOCC2)nsc1SCC(=O)N1CCOCC1,5.3%,0.6%,i,1.4%,-2.7%,-3.5%,-0.1%,-1.8%,6.2%

# Complete entries from above. Screens in order: PhoP inhibition, M17LAP inhibition, Yfh1-depleted yeast, Siah-1 displacement, M1AAP inhibition, ER stress rescue, West Nile virus CPE, XIAP displacement, human PMI inhibitors
# Entry for COc1ccc2nc(COC(=O)c3cccs3)c(C(C)=O)[n+]([O-])c2c1 = -7.7%, 6.9%, i, -4.3%, 3.6%, x, 0.0%, x, x
# Entry for O=c1[nH]n2c(=O)c3c([nH]c2c1N=Nc1cccc(Cl)c1)CCC3 = 11.0%, 86.0%, i, -2.7%, 83.9µM*, -0.7%, 0.5%, -4.7%, -24.4%
# Entry for CC(C)(C)C(=O)Cn1c(=O)n(CC2CCCO2)c(=O)c2ccccc21 (stereo unspecified) = -1.2%, 1.5%, i, -3.4%, 8.4%, 2.5%, 0.1%, -7.0%, 12.3%

# Next part
SMILES,PhoP inhibition,M17LAP inhibition,Yfh1-depleted yeast,Siah-1 displacement,M1AAP inhibition,ER stress rescue,West Nile virus CPE,XIAP displacement,human PMI inhibitors
CCc1nnc(NC(=O)CSc2nnc(-c3ccncc3)n2Cc2ccccc2)s1,-9.2%,12.8%,i,5.6%,9.1%,0.8%,0.6%,-1.7%,8.6%
Nc1ccc(C(=O)OCC(=O)Nc2cc([N+](=O)[O-])ccc2F)cc1,1.6%,-7.7%,i,-0.9%,4.6%,-2.4%,0.3%,-1.2%,7.8%
Cc1csc(SCC(=O)N2CCN(S(=O)(=O)c3ccccc3)CC2)n1,0.2%,-10.2%,x,-0.5%,-2.4%,-1.3%,x,-5.0%,-8.0%
COCCCNc1nc2c(c(=O)[nH]c(=O)n2C)n1CC(O)COc1ccccc1C (stereo unspecified),13.8%,-8.4%,i,2.1%,2.2%,-1.1%,-0.2%,-1.4%,0.2%
Cc1cc(C(=O)Nc2ccccc2)c(C)o1,-7.0%,-4.0%,x,2.0%,9.3%,-1.3%,x,-5.7%,0.5%
Cc1ccc(C(=O)CSc2nc(-c3ccccc3)ccc2C#N)cc1,-2.6%,-5.5%,i,-1.4%,5.5%,-1.6%,-0.1%,-1.5%,-7.5%
O=C(O)Cc1c(C(=O)O)nnn1-c1cccc(C(F)(F)F)c1,-2.2%,-2.4%,i,-5.3%,1.5%,-0.7%,0.3%,-1.9%,-0.4%
COc1ccccc1N1CCN(S(=O)(=O)c2ccc(Br)s2)CC1,-9.8%,-9.9%,i,-1.1%,-0.1%,-0.6%,1.2%,-3.9%,-31.7%
CC(C)OCCCNC(=S)NNC(=O)c1ccc(Cl)c(Cl)c1,-6.5%,5.5%,i,-4.9%,9.6%,1.9%,0.0%,0.4%,-15.7%
COc1ccc(N2CCN(C(c3ccccc3)c3nnnn3Cc3ccc(F)cc3)CC2)cc1 (stereo unspecified),23.0%,-2.2%,i,1.1%,9.2%,-2.2%,-0.6%,-1.9%,15.2%
CC(C)C(NC(=O)OCc1ccccc1)C(=O)OCC(=O)N1C(C)CCCC1C (stereo unspecified),-16.6%,25.0%,i,-8.0%,15.9%,1.2%,0.1%,-6.2%,-2.8%
COCCCn1c(SCc2ccccc2)nc2cc(OC)c(OC)cc2c1=N,2.0%,-9.6%,i,1.0%,-1.0%,-4.5%,0.5%,-5.2%,12.8%
Cc1ccc2c(CC(=O)OC3CCOC3=O)coc2c1 (stereo unspecified),-4.3%,13.2%,i,1.8%,0.4%,0.6%,0.2%,0.4%,-0.7%
CSc1cccc(NC(=O)C2CCCN(S(=O)(=O)c3cnc[nH]3)C2)c1 (stereo unspecified),-1.8%,17.3%,i,-0.6%,1.0%,0.0%,-0.2%,-7.8%,-4.9%
C=CCn1cc(-c2cccc(C(F)(F)F)c2)cc(C#N)c1=O,1.7%,-90.2%,i,-3.0%,2.1%,2.4%,0.2%,-4.8%,-2.9%
Cc1cc(C)cc(N2CCN(C(=O)N3CCOCC3)CC2)c1,8.0%,6.5%,i,-3.1%,3.8%,-1.0%,-0.1%,-4.8%,10.9%
C/C(=N\NC(=O)c1ccco1)c1ccc(NC(=O)c2cccs2)cc1,-12.7%,28.4%,i,0.3%,10.0%,-0.9%,0.4%,-1.8%,4.4%
COc1ccc(N2CCN(Cc3nc4c(c(=O)n(C)c(=O)n4C)n3CC(C)=O)CC2)cc1,5.1%,6.6%,i,2.8%,3.1%,2.1%,-0.9%,-3.3%,2.4%
COc1ccc(Cl)cc1NC(=O)NC(C)c1ccncc1 (stereo unspecified),-1.4%,2.7%,i,3.3%,8.2%,3.6%,-0.9%,0.7%,8.0%
Cc1cc(NC(=O)CSc2ccc3nnc(-c4ccccn4)n3n2)no1,12.1%,-0.9%,i,-5.1%,0.6%,-4.4%,-0.2%,-3.7%,0.5%
C1CCCC(NC2=NCCO2)CCC1,-4.6%,1.2%,i,2.8%,7.6%,x,-0.1%,x,x
O=Nc1c(O)[nH]c2ccc(Cl)cc12,-1.5%,-1.9%,i,-2.2%,2.8%,-1.9%,-0.8%,-7.8%,4.2%
COc1ccc(CN(Cc2cccn2C)C(=O)c2cc3cc(OC)ccc3[nH]2)cc1,-2.9%,12.2%,i,4.9%,6.0%,x,-0.1%,x,x
CCCc1ccc(C(=O)NNC(=O)c2ccc(Cl)cc2)cc1,-6.7%,6.4%,i,16.2%,-1.3%,0.0%,-0.4%,-3.9%,6.7%
C=CCn1c(Cc2c(C)[nH]c3ccccc23)nnc1SCC(=O)NCc1ccc(F)cc1,-9.5%,10.8%,i,-4.5%,12.7%,0.2%,0.4%,-1.9%,7.7%
CNC(=S)NNC(=O)c1ccc(=O)n(Cc2cccc(C(F)(F)F)c2)c1,-1.5%,-1.9%,i,-1.8%,6.4%,2.9%,0.9%,-3.6%,-6.2%
C=CCNC(=S)NNC(=O)c1ccncc1,0.1%,21.9%,i,-3.1%,12.0%,-0.1%,0.0%,-5.8%,-10.6%
CCN(CC)C(=O)C(C)N(C#N)c1nc(NC(C)C)nc(NC(C)C)n1 (stereo unspecified),-5.9%,8.3%,i,-1.8%,5.3%,-2.0%,-0.2%,-7.2%,10.5%
O=C1CCCc2c1cc(-c1ccccc1)n2-c1ccc(O)cc1,-3.8%,-2.8%,i,3.0%,2.3%,-2.8%,-0.6%,-19.3%,4.0%
CC(=O)/C(=N/Nc1ccccc1)Sc1nnc(C(O)c2ccccc2)n1-c1ccccc1 (stereo unspecified),15.8%,4.1%,i,6.2%,-0.8%,-0.2%,-1.0%,-6.9%,-10.2%
Cc1cccc(N2CC34C=CC(O3)C(C(=O)O)C4C2=O)c1 (stereo unspecified),-2.7%,13.6%,i,0.0%,12.2%,0.0%,0.7%,-4.9%,4.2%
COc1ccc(Cc2nnc3c4cnn(C)c4ncn23)cc1,-9.6%,3.7%,i,0.9%,7.5%,-2.8%,-0.3%,-3.2%,-0.6%
Cc1cc(C)c(S(=O)(=O)Nc2ccc(OCC(=O)O)cc2)c(C)c1,-2.5%,2.8%,i,0.6%,2.3%,-0.5%,1.6%,-1.9%,-11.6%
CCOC(=O)N1CCC(NC(=O)c2ccc(Cl)cc2)CC1,-0.3%,1.8%,i,0.7%,5.8%,x,-0.2%,x,x
Nc1ccc(Cc2nc3cc4ccccc4cc3[nH]2)cc1,-6.0%,2.7%,i,7.2%,6.3%,-1.5%,-0.7%,-4.3%,15.0%
CN(c1cccc(NC(=O)CN(c2ccc(C34CC5CC(CC(C5)C3)C4)cc2)S(C)(=O)=O)c1)S(C)(=O)=O,-6.8%,15.9%,i,3.7%,4.8%,-1.5%,u,-2.2%,20.1%
Cn1c(SCC(=O)N2CCN(S(=O)(=O)c3ccccc3)CC2)nc2ccccc21,-10.4%,9.3%,i,-1.3%,5.3%,-1.0%,0.1%,-3.8%,-3.7%
C=CCN1C=C2C(=O)C(C)(OC(=O)CCC(=O)OC)C(=O)C=C2C=C1C1CC1 (stereo unspecified),0.2%,8.4%,i,2.1%,22.4%,x,0.3%,x,x
